# Screening results: PubChem, several laboratories
# SDO1 yeast rescue: growth rescue of sdo1-depleted yeast, primary screen, S. cerevisiae, bone marrow failure model. S. cerevisiae sdo1-depleted JHY4D growth rescue, OD600 30 h; stronger effect = higher value; pdr5 snq2 efflux-pump mutant strain. z-score at 10 µM. 140,000 tested, 0.21% active. AID 817, 2007;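 active = z-score above 3 at both the 24 hr and the 30 hr optical density reads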;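 also: z-score against mean and SD of all compound wells on the same plate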
# Insulin prom inh: inhibitors of insulin promoter-driven GFP, primary screen, imaging, TRM-6 cells (human fetal islet line), eGFP reporter, cell count; 130,000 tested, 0.9% active; reporter expression induced with tamoxifen; inhibition, % at 2 µM; AID 1273, 2008;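 active = inhibition above the mean plus 3 SD, with well images judged a real hit on visual review, cut at about 60% in these data, passing the limit was not always enough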
# SDO1 yeast rescue Rescue 24 h: also measured in SDO1 yeast rescue; calls as there; z-score; S. cerevisiae sdo1-depleted JHY4D growth rescue, OD600; measured here: growth rescue at 24 h;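 0 is the plate mean of compound wells and units are plate SD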
# Numbers without * were called inactive; . = not tested or not shown.
SMILES,SDO1 yeast rescue,SDO1 yeast rescue Rescue 24 h,Insulin prom inh
CCOC(=O)c1sc2ncn(C(C)C(=O)OC)c(=O)c2c1C (stereo not given),0.69,0.25,-28
CCCOC(=O)c1c(NC(=O)c2cnn3c2NC(c2ccccc2)CC3C(F)(F)F)sc2c1CCCC2 (stereo not given),-0.3,-0.1,.
O=C(CCC(NC(=O)OCc1ccccc1)C(=O)OCc1ccccc1)NCC(=O)OCc1ccccc1 (stereo not given),0.85,1.1,.
O=C(Nc1ccccc1OC(F)F)C1CCCN1C(=O)c1cccs1 (stereo not given),1.2,0.74,-14
NC(=O)COC(=O)c1oc2ccccc2c1CSc1ccc(Cl)cc1,-0.59,0.08,-3
CCN1C(=O)CC(C(=O)NC)SC1=Nc1cc(Cl)c(O)c(Cl)c1 (stereo not given),0.87,0.29,.
Cc1cc(Nc2ccc3ccccc3c2)n2ncnc2n1,-0.37,-0.29,.
Cc1cc(=O)[nH]c(N/N=C/c2cccs2)n1,0.2,-0.24,-117
Cc1ccc2c(COC(=O)CC3Sc4ccccc4NC3=O)cc(=O)oc2c1C (stereo not given),0.28,0.31,-37
O=c1c2cc(N3CCOCC3)ccc2[nH]c(=S)n1CCCN1CCCCC1,0.89,-0.12,50
COc1ccc(/C=C(/C#N)C(=O)Nc2ccccc2C)cc1C(=O)O,0.72,0.63,3
CCNC(=O)NC(=O)C(C)Sc1nnc(COc2ccccc2Cl)o1 (stereo not given),0.76,1.5,-18
Cc1nn2c(nc(N3CCOCC3)c3ccccc32)c1C=C(C#N)C#N,0.27,0.19,7
CCn1c2ccccc2c2cc(NC(=O)c3ccccc3[N+](=O)[O-])ccc21,-0.9,-1.1,.
Cn1nnc(NC(=O)CSc2ccc(Cl)cc2)n1,0.79,0.02,-32
C[C@H](NC(=O)c1ccccc1Cl)C(=O)OCC(=O)N1CC2(C)CC1CC(C)(C)C2 (stereo not given in full),-0.34,-0.96,.
CC(C)NC(=O)CN(c1cccc([N+](=O)[O-])c1)S(=O)(=O)c1ccccc1,.,.,11
Cc1oc2nc(SCCCC(=O)NCCO)nc(N)c2c1C,0.47,0.16,.
Cn1nnnc1SCc1csc(Nc2ccccc2)n1,-0.03,-0.46,3
CCOc1ccc(N(CC(=O)NCC2CCCO2)S(=O)(=O)c2ccc(Cl)cc2)cc1 (stereo not given),0.25,0.44,-48
CCOC(=O)c1cc(C#N)c(N)nc1C,0.22,-0.41,.
CCCn1nnc2ccccc2c1=O,1.1,1.1,.
CC1CCN(S(=O)(=O)c2cccc(S(=O)(=O)N3CCOCC3)c2)CC1,0.44,1.2,-83
O=c1cc(-c2ccccc2)[nH]c2[nH]n(-c3ccccc3)c(=O)c12,0.94,0.63,10
CCOc1ccccc1/C=N/NC(=O)c1cccc(Cl)c1,1.1,0.13,.
Nc1ccc(Br)cc1C(=O)O,0.12,1.1,17
CN(C)c1nc2c(c(=O)n(C)c(=O)n2C)n1Cc1ccccc1,-0.26,-0.54,-9
CCOc1ccc(Nc2nc(Cl)nc(N3CCN(c4ccc(OC)cc4)CC3)n2)cc1,-0.39,-0.03,.
c1cnc2ccc(C(c3nnnn3C3CCCCC3)N3CCCCC3)cc2c1 (stereo not given),-1.5,-1.8,-125
O=C(Oc1cccc(C(=S)N2CCCCC2)c1)c1ccccc1,.,.,0
CCc1nc(SCC(=O)Nc2cc(C)on2)n[nH]1,0.82,0.03,.
O=C(c1ccco1)N(Cc1cc2ccccc2[nH]c1=O)CC1CCCO1 (stereo not given),0.59,-0.03,0
Cc1ccc2[nH]c(=O)cc(C(=O)OCC(=O)c3ccc(F)cc3)c2c1,.,.,19
CC(=O)OC[C@H]1O[C@@H](O/N=C(\C)CCN2CCCCc3nc(C)c(C)cc32)[C@H](OC(C)=O)[C@@H](OC(C)=O)[C@@H]1OC(C)=O,0.65,0.49,0
CC(NC(=O)c1ccccc1Br)c1nnc(SCc2ccc([N+](=O)[O-])cc2)n1C (stereo not given),-0.85,-1.5,.
Cc1ccc(-n2cc(CN3CCN(Cc4nccn4C)CC3)c(-c3ccc(F)cc3)n2)cc1,.,.,-45
Cn1c(=O)cc(SCC(=O)NCCCN2CCN(c3ccc(F)cc3)CC2)c2ccccc21,0.54,0.37,.
COCCCNc1nc2ccccc2nc1NS(=O)(=O)c1cccs1,-0.46,-1.4,.
NS(=O)(=O)c1ccc(CCNC(=O)CSc2ccc(Cl)cc2)cc1,0.53,0.67,.
Cc1c(O)ccc(NC(=O)/C=C/c2ccccc2)c1C,.,.,42
O=C(/C=C/c1ccccc1Cl)NCc1ccco1,-0.3,-0.04,.
CCCCOC(=O)Nc1ccc(S(=O)(=O)Nc2cc(C)nc(C)n2)cc1,0.09,-0.08,-20
N=c1c(-c2nc3ccccc3[nH]2)cc(C(=O)c2cccs2)nn1-c1ccc(Cl)cc1,.,.,34
CC12CCC(C(=O)Nc3cccc(Cl)c3)(C(Br)C1=O)C2(C)C (stereo not given),-0.61,-0.79,-21
CCc1ccccc1NC(=O)CC(O)(C(=O)OC)C(F)(F)F (stereo not given),3.1*,3.6*,-38
CCOC(=O)Nc1sc2c(c1C(=O)OCC)CCC2,-0.37,-0.31,-64
CCCN(CCC)CCNC(=O)C(NS(=O)(=O)c1ccc2c(c1)CCC(=O)N2)c1ccccc1 (stereo not given),0.8,0.44,29
O=C(O)CCn1c(SCc2cc(=O)n3ccccc3n2)nc2ccsc2c1=O,.,.,7
COc1ccc(CNC(=O)CN(C2CCCCC2)S(C)(=O)=O)cc1,1.1,1.4,-31
O=C(O)CCCC(=O)Nc1ccccc1Br,0.75,0.44,.
COc1ccc(C2(CNC(=O)c3ccc(OC)c([N+](=O)[O-])c3)CCOCC2)cc1OC,1.6,1.8,-8
CCOC(=O)Nc1cccc(Cl)c1C,1.6,0.28,.
CCn1c(SCC(=O)Nc2cc(OC)ccc2OC)nnc1C1CCCCC1,-0.04,-0.32,-33
O=C(/C=C/Nc1ccccc1)c1ccccc1,0.19,-0.56,-9
CCN(CC)c1ccc(C=Nc2cc(C)cc(C)c2)c(O)c1,0.09,-0.01,13
Cc1ccc(S(=O)(=O)Nc2ccc(C(OC(=O)c3ccccc3[N+](=O)[O-])(C(F)(F)F)C(F)(F)F)cc2)cc1,-1.4,-0.35,9
Cn1c(=O)[nH]c(=O)c2c1nc(N1CCCC1)n2CCSc1nc2ccccc2[nH]1,0.27,-0.2,-15
CCOc1cc(NC(=O)C2CCCO2)c(OCC)cc1NC(=O)C1CC1 (stereo not given),0.54,0.12,.
CC1(C)CC(=O)C(C=NCC2CCCO2)=C(O)C1 (stereo not given),1.5,3.2,-108
CCCNc1ncccc1C(N)=O,0.55,0.53,61*

# Next entries:
SMILES,SDO1 yeast rescue,SDO1 yeast rescue Rescue 24 h,Insulin prom inh
CC(C)CCSc1cc(NCCO)c([N+](=O)[O-])c2nonc12,.,.,-50
CCOc1ccccc1NC(=O)C1CCN(C(=O)Cc2ccccc2)CC1,.,.,14
COc1cc(NC(=O)CSc2nc3ccccc3cc2C)c(C(=O)O)cc1OC,0.37,-0.14,-63
C=C1CC2C=C(NC(C)=O)CC(C1)C2 (stereo not given),0.61,1.3,-17
O=C(O)c1ccccc1C(=O)NCc1ccc(F)cc1,0.82,0.31,-69
O=C(Nc1ccccc1)Nc1cc(Cl)cc(Cl)c1,-1.9,-0.57,41
O=C(Cn1c(=O)n(CCc2c[nH]c3ccccc23)c(=O)c2cccnc21)Nc1ccccc1F,-0.07,0.31,-2
COCc1cc(C)nc(SCC(=O)NCc2ccco2)c1C#N,0.38,-0.03,-34
Cc1cc(C)cc(-n2nnnc2SCC(=O)Nc2cccc(NC(=O)c3ccco3)c2)c1,-1.1,0.33,30
CCC1C=C(c2ccccc2)C=CN=C1N(CC)CC (stereo not given),0.01,-0.94,-17
N#Cc1c(-c2cccs2)cc(-c2cccnc2)nc1N,0.11,0.27,15
CN(C)/C=C1\C(=O)N(c2ccc(Cl)cc2)CS1(=O)=O,0.68,0.56,.
Cc1cc(C)c(S(C)(=O)=O)c(Oc2ccccc2C)n1,0.32,0.21,.
O=C(CSc1nc(Nc2ccccc2)nc(N2CCOCC2)n1)Nc1ccc([N+](=O)[O-])cc1,-2,-0.95,6
Cc1nn(-c2nc3ccccc3s2)c(N)c1-c1ccccc1,-0.15,0.61,-17
CCOC(=O)N1CCC(NC(=O)CSCc2nc(-c3sccc3C)oc2C)CC1,-1.4,-1.6,.
O=C1c2ccccc2CN1CCSC(=S)N1CCOCC1,1.9,2.9,31
O=C(NCCOC(=O)C1COc2ccccc2O1)C1COc2ccccc2O1 (stereo not given),-0.12,-0.14,38
COc1cc(NC(=O)CS(=O)(=O)c2ccccc2)cc(OC)c1OC,0.3,0.15,-381
Cc1cc(OCC(O)CNC(C)(C)C)ccc1Cl (stereo not given),.,.,-11
O=C(c1ccc([N+](=O)[O-])c(CS(=O)(=O)c2ccc(Cl)cc2)c1)N1CCCCC1,.,.,-118
N#Cc1c2n(c3c(=O)n(Cc4ccc(Cl)cc4)cnc13)CCCC2,-1.4,-1.8,55
Cc1cc(NC(=O)CCn2c(=O)sc3ccccc32)no1,.,.,6
Cn1ccc(C(=O)N2CCCc3ccccc32)n1,0.06,-0.03,.
Cc1cc(C)c2[nH]c(=O)c(CN(Cc3ccc4c(c3)OCO4)Cc3nnnn3C3CCCC3)cc2c1,0.21,0.36,.
CC(CC(=O)Nc1cc([N+](=O)[O-])ccc1Cl)c1ccccc1 (stereo not given),-0.53,-0.62,0
Cc1ccc2[nH]c3c(c2c1)CN(C(=O)CN1CCSCC1)CC3,0.62,0.67,-3
COc1cc(OC)cc(C(=O)NC(=S)NCc2ccco2)c1,-0.54,0.3,7
COc1ccc(S(=O)(=O)N2CCC(C(=O)N3CCCCCC3)CC2)cc1,0.86,1.4,.
CN(c1ccc(OCC(=O)NC2CCCC2)cc1)S(=O)(=O)c1cccs1,0.53,0.07,-10
COC(=O)C(=O)Nc1nnc(COc2ccccc2)s1,1.8,2.9,43
COc1ccc(CNC(=O)C2CC(c3cccc(OC)c3)=NO2)cc1 (stereo not given),-0.39,-0.46,73*
CCOC(=O)c1cccc(NC(=O)CSc2nc3cccnc3n2C)c1,-0.87,-1.1,.
O=C(CNCC1CCCO1)N1CCCc2ccccc21 (stereo not given),1.7,1.9,.
CCCN1C(=O)C(O)(C2CC(=O)CC(C)(C)O2)c2ccccc21 (stereo not given),0.97,0.21,-348
O=C(O)CN1C(=O)C2C3C=CC(C3)C2C1=O (stereo not given),-0.08,-0.4,.
COc1ccc(/C=N\NC(=O)c2cc(O)c(O)c(O)c2)cc1CN1CCN(c2ccc(F)cc2)CC1,1.8,3,.
O=C(Nc1ccccc1-c1nnn(CC(=O)N2CCN(c3ccccc3)CC2)n1)c1cccs1,-0.45,-0.53,-127
CC(C)Cc1nc(N2CCOCC2)c(C#N)c2c1COC(C)(C)C2,-1.1,-0.76,20
Oc1ccccc1C(=S)N1CCCCCC1,1.4,0.39,13
CC(=O)Oc1ccc2cc(-c3nc4ccccc4n3C)c(=O)oc2c1,0.19,-0.37,-91
CCOC(=O)CC1=Nc2ccccc2NC(=O)C1,0.57,0.22,21
Cc1ccccc1NS(=O)(=O)c1ccc(OCC(=O)N2CCCCC2)cc1,0.82,1.1,29
CCCCNC(=O)CCn1c(=O)c2ccccc2n(Cc2ccc(Cl)cc2)c1=O,-1,-0.5,-34
Cc1[nH]c2ccc3ncccc3c2c1C,0.08,-0.47,39
Cc1ccc(CNc2nc(C)nc3sc4c(c23)CCC4)cc1,-2.5,-1.9,14
Nc1nonc1-c1noc(-c2ccccc2Br)n1,-0.08,0.57,50
